Screens: PubChem BioAssay, National Center for Advancing Translational Sciences (NCATS)
Nrf2 block: Nrf2 qHTS screen for inhibitors; A549 ARE-Fluc reporter, luciferase luminescence, 18-24 h; Potency, µM (series often up to 46 µM), for the others: at the top dose activity change, negative = inhibition, most hits filed as inhibitors; hit rate 2.1% among 360,000; AID 504444, 2011; further: potency means the concentration at half of the fitted maximal effect; on the % scale 0 is the no-effect control and ±100 the full control effect; nearly all actives have a fitted effect of over 60% in size
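Cells were seeded and rested 2 h, then exposed to compounds for 18-24 h. CellTiter-Fluor was read first as a viability measure. BugLite was added 15 min before the final luminescent read of ARE-luciferase activity in A549 cells.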
TGFb inhibitor: qHTS for Inhibitors of TGF-b | HepG2 CAGA-GFP TGF-b/SMAD3 reporter, GFP fluorescence, 18 h; TGF-beta stimulated, 500 pg/mL final | Potency, µM (titrated, usually from 46.1 µM), for inactives: at the highest dose activity, negative = inhibition, hits mostly inhibitors | hit rate 1.2% among 410,000; further: potency means the concentration at half of the fitted maximal effect; on the % scale 0 is the no-effect control and ±100 the full control effect; nearly all actives have a fitted effect of over 65% in size
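HEPG2 CAGA-GFP cells (1000/well, DMEM with 1% FBS) were pre-incubated 2 h at 37 degrees C, given compound by pin tool, then stimulated with TGF-beta at 500 pg/mL final for 18 h before per-cell GFP fluorescence imaging.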
A549 tox: Nrf2 qHTS screen for inhibitors: counterscreen for cytotoxicity | Potency, µM (top dose mostly 46 µM), inactives show at the highest dose activity change, negative = cytotoxicity, usual class: inhibitors | hit rate 0.16% among 390,000 | A549 ARE-Fluc cells, CellTiter-Fluor viability, 18-24 h; further: potency means the concentration at half of the fitted maximal effect; on the % scale 0 is the no-effect control and ±100 the full control effect
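A549 ARE_Fluc cells in 5% FBS OPTI-MEM were exposed to compounds in concentration-response for 18-24 h at 37 deg C. Viability was read by CellTiter-Fluor fluorescence (Ex 405/Em 525) after 30 min, before the luciferase read.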
Nrf2 activator: qHTS of Nrf2 Activators; Potency, µM (highest dose often 46.1 µM), without a hit: top-dose activation, most hits filed as activators; AID 624171, 2012; hit rate 0.31% among 410,000; AREc32 ARE-luciferase reporter (MCF7-derived line), luminescence, 24 h; further: potency means the concentration at half of the fitted maximal effect; % of control where 0% means no effect; nearly all actives have a fitted effect of over 65% in size
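Luminescent ARE reporter assay in AREc32_Fluc cells: overnight plating at 37 deg C, 24 hr compound incubation, Steady-Glo added, 30 min RT before reading.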
Abeta yeast res: qHTS for compounds that reverse cellular toxicity of Amyloid beta (A-beta) peptide in yeast: Primary Screen; yeast expressing A-beta42, growth rescue, OD600, 48 h; response scale: 0% DMSO, 100% iron-clioquinol control; Potency, µM (highest dose often 46.1 µM), without a hit: at the top dose growth rescue, actives largely listed as activators; hit rate 0.063% among 410,000; AID 1347071, 2019; further: potency means the concentration at half of the fitted maximal effect; nearly all actives have a fitted effect of over 55% in size
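Yeast A-beta toxicity model in growth medium with pinned compounds, 48 h at 30 C; growth read as absorbance at 600 nm. Normalized to FeCl3/clioquinol equimolar mix (positive) and DMSO (negative).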
HepG2 viability: qHTS for Inhibitors of TGF-b: Cytotox Counterscreen | Potency, µM (titrated, usually from 46.1 µM), for inactives: at the highest dose activity change, negative = cytotoxicity, most hits filed as cytotoxic | HepG2 CAGA-GFP viability, ATP luminescence, 18 h | AID 588856, 2011 | hit rate 0.76% among 410,000; further: potency means the concentration at half of the fitted maximal effect; some results filed as inactive show a strong effect at the top dose
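HepG2 CAGA-GFP cells (1000/well, DMEM with 1% FBS) received compound, then TGF-beta at 500 pg/mL final, and were incubated 18 hours at 37 degrees C. Viability was read by CellTiter-Glo luminescence. Media-only wells were set as complete cell-killing and DMSO as no toxicity.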
Mm-Cpn inhibitor: Inhibitors of TCP-1 ring complex (TRiC) of Methanococcus maripaludis (MmCpn): qHTS. Chaperonin Mm-Cpn (Methanococcus maripaludis). purified Mm-Cpn ATPase, ADP Transcreener TR-FRET. Potency, µM (top dose mostly 76.9 µM), for the others: top-dose activity, negative = inhibition, most hits filed as inhibitors. hit rate 0.031% among 330,000. AID 504842, 2011; further: potency means the concentration at half of the fitted maximal effect; on the % scale 0 is the no-effect control and ±100 the full control effect; nearly all actives have a fitted effect of over 80% in size
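Reaction buffer contained 30 mM Tris pH 7.4, 100 mM KCl, 5 mM MgCl2 and 1 mM DTT. Mm-CPN (25 nM final) hydrolysed 10 uM ATP over 30 min at 37°C; ADP was read by HTRF.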
Akt phos inh: HTS Assay for Inhibitors of Akt Phophorylation: Primary Screen | Neuro2A IGF-stimulated pAkt S473 HTRF, 20 min; active compounds read low | activity change, % for hits at 50 µM | hit rate 0.32% among 360,000; in the data active means activity change below about -80%; inconclusive means mostly about -51% to -80%; further: on the % scale 0 is the no-effect control and ±100 the full control effect
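Single-point screen (50 µM final compound) in Neuro2A cells stimulated 20 min with 6 nM IGF at 37 deg C. After lysis, Ser473-phosphorylated Akt read by HTRF (ex 330 nm, em 615/665 nm) as the 665/615 ratio.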
CCT modulator: High-Throughput Screening for Modulators of Cytosolic Chaperonin Activity; purified chaperonin ATPase assay, HTRF ADP detection, 30 min; activity change, % (concentration not given with the values), hits read low; hit rate 0.3% among 360,000; AID 651819, 2012; in the data active means activity change below about -30%; further: on the % scale 0 is the no-effect control and ±100 the full control effect
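Nucleotide hydrolysis assay: TRiC at 20–40 nM final (set by batch activity) with 10 uM ATP, 30 min at 37 °C, in presence of 76 uM compound. Detection by competitive ADP HTRF, 30 min ambient.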
* marks the source's active call; other numbers are inactive results; i = inactive; ? = inconclusive; nt = no result given; & = joins results of further samples; [ ] = remark or other dose. Unless noted, the call rests on the fitted dose curve; in most records, active means well fitted curve in the direction sought with a large enough effect; inconclusive means small, poorly fitted or top-dose-only effect, or another doubt; inactive means no such curve, though single readings can be large; an effect the other way counts as inactive or inconclusive. Not all compounds are listed; rates above refer to the full screens.

SMILES	Nrf2 block	TGFb inhibitor	A549 tox	Nrf2 activator	Abeta yeast res	HepG2 viability	Mm-Cpn inhibitor	Akt phos inh	CCT modulator
CCOC(=O)C1CCN(C(C)C(=O)c2c(C)[nH]c3cc(C)ccc23)CC1 (configuration not stated)	nt	20%	0%	3.1%	26%	-9%	-3%	i	-0.1
CC(=O)Nc1cc(C(=O)N2CCC3(CC2)OCCO3)ccc1Sc1ccc(F)cc1	-8%	-3%	0%	-0.2%	-9%	0%	1%	i	-1.5
Cc1cc(C(=O)Cn2nnc(-c3ccc(Cl)cc3)n2)c(C)n1-c1ccccc1	?	?	-2%	-0.5%	8%	12%	3%	i	-1.3
Clc1ccc2c(c1)C(c1ccccc1Cl)=NCc1nncn1-2	-2%	-2%	11%	0.1%	-13%	3%	1%	i	-2.2
CCCCn1c(=O)c(C(=O)NCc2ccccc2Cl)c(O)c2ccccc21	?	8%	7%	0.1%	-24%	-2%	0%	i	-0.6
COc1ccccc1-n1c(-c2cccs2)nc2ccccc2c1=O	1%	-26%	-4%	-0.1%	-9%	-6%	-3%	i	0.1
O=P(C(c1ccc2c(c1)OCO2)N1CCOCC1)(N1CCOCC1)N1CCOCC1 (configuration not stated)	12%	7%	13%	-0.1%	-11%	2%	1%	i	-1.0
CC1(C)C2([N+](=O)[O-])CNCC1([N+](=O)[O-])CNC2	-1%	16%	0%	-0.7%	3%	11%	0%	i	-1.1
COc1ccc(C2C=C(C)Nc3ncnn32)cc1 (configuration not stated)	?	-1%	0%	3.3%	0%	6%	nt	i	1.4
COc1ccccc1N1CCN(Cc2cccc(OC)c2O)CC1	3%	1%	1%	-0.6%	-22%	-35%	0%	i	3.1
COc1cc2c(cc1OC)-c1c3c(cc4c1[C@@H](C2)N(C)CC4)OCO3	?	-27%	-16%	8.4%	-2%	-26%	2%	i	-0.2
O=C1NC(=O)C(=Cc2coc3ccc(O)cc3c2=O)C(=O)N1	-12%	-1%	8%	9.6%	8%	1%	4%	i	1.1
Cc1cccc(-n2c(/C=C/c3ccc([N+](=O)[O-])o3)nc3ccccc3c2=O)c1	4%	?	?	?	-24%	-25%	-1%	i	-1.3
CC(C)NC(=O)Cn1cc(C(=O)c2ccccc2F)c2ccccc21	1%	-13%	-1%	-0.2%	-5%	-19%	0%	i	1.2
CNCCC(Oc1ccc(C(F)(F)F)cc1)c1ccccc1 (configuration not stated)	1%	55%[activator]	-4%	3.1%	16%	-47%	0%	i	0.0
COc1ccccc1-n1c(/C=C/c2ccccn2)nc2ccccc2c1=O	?	-3%	?	21%	-8%	-4%	1%	i	1.8
Cc1ccc(CN2CCSc3ccc(C(=O)N4CCC5(CC4)OCCO5)cc32)cc1	-18%	-19%	0%	-0.3%	nt	-12%	-5%	i	0.6
COC(=O)C1=C(c2ccc(C(C)=O)cc2)C[C@@H]2CC[C@H]1N2C(=O)NCc1ccc2c(c1)OCO2	1%	6%	-2%	0.3%	-5%	-5%	1%	i	-0.3
C=CCn1c(O)c(C(C)=NCCCN2CCOCC2)c(=O)[nH]c1=O	-15%	8%	4%	-0.1%	-10%	15%	0%	i	-1.4
O=C(CCC(=O)N1CCC2(CC1)OCCO2)Nc1nnc(C(F)(F)F)s1	2%	-5%	-2%	0.3%	25%	-1%	-1%	i	-0.8
COc1ccc(OCC#CCN2CCCCCC2)cc1	1%	12%	3%	3.4%	-2%	-3%	0%	i	-1.1
NC(Cc1ccccc1Cl)c1nn[nH]n1 (configuration not stated)	nt	-2%	nt	-0.6%	10%	4%	nt	i	-1.4
CCc1cccc(NC(=O)c2ccc(NC(=O)N3CCSc4ncccc43)cc2)c1	?	0%	-10%	4.7%	3%	2%	nt	nt	nt
CC1(C)C(C(=O)NCc2ccco2)C1(C)C	nt	?	10%	-0.6%	4%	-31%	2%	i	1.7
Cc1cc(/C=C2/C(=O)NC(=O)N(C)C2=O)c(C)n1-c1ccccc1	?	10%	3%	3.6%	14%	2%	0%	i	-3.7

Entries shown so far containing a furan ring, fused or not (2):
SMILES	Nrf2 block	TGFb inhibitor	A549 tox	Nrf2 activator	Abeta yeast res	HepG2 viability	Mm-Cpn inhibitor	Akt phos inh	CCT modulator
Cc1cccc(-n2c(/C=C/c3ccc([N+](=O)[O-])o3)nc3ccccc3c2=O)c1	4%	?	?	?	-24%	-25%	-1%	i	-1.3
CC1(C)C(C(=O)NCc2ccco2)C1(C)C	nt	?	10%	-0.6%	4%	-31%	2%	i	1.7

(continued)
SMILES	Nrf2 block	TGFb inhibitor	A549 tox	Nrf2 activator	Abeta yeast res	HepG2 viability	Mm-Cpn inhibitor	Akt phos inh	CCT modulator
O=C(N/N=C/c1c(O)n(C2CC2)c(=S)[nH]c1=O)c1ccccc1O	16%	5%	1%	-0.2%	-12%	-6%	-2%	i	-0.4
COc1ccccc1OC(C)C(=O)N1CCC(Cc2ccccc2)CC1 (configuration not stated)	16%	?	2%	-0.3%	10%	-3%	1%	i	1.3
O=C(C(=O)N1CCC2(CC1)OCCO2)c1c[nH]c2ccccc12	-4%	0%	2%	0.3%	-7%	-15%	1%	i	-0.1
C[C@]12CCC(=O)C=C1CC[C@@H]1C2[C@H](O)C[C@]2(C)C(=O)CCC12 (some centres not stated)	-19%	13%	-8%	-0.4%	8%	-18%	-1%	i	-0.7
Cc1ccc(-n2c(/C=C/c3cc(Br)cs3)nc3ccccc3c2=O)cc1C	nt	8%	-11%	-0.2%	-2%	-18%	nt	nt	nt
Cc1cccc(OP(=O)(Nc2ccc(F)cc2)Oc2cccc(C)c2)c1	-6%	?	0%	-0.9%	4%	-84%	-4%	i	0.4
C=C(C)CSc1nnc([C@@H](N)Cc2c[nH]c3ccccc23)o1	?	11%	1%	2.9%	21%	-15%	0%	i	2.5
CC12CCC(=O)C=C1CCC1C2CCC2(C)C1CCC2(O)CC#N (configuration not stated)	-18%	21%	4%	-0.5%	-2%	8%	nt	i	1.3
Nc1ccccc1-[n+]1c(-c2ccccc2)cc(-c2ccccc2)cc1-c1ccccc1	-9%	?	-2%	2.8%	-5%	-18%	0%	i	0.1
CCCCN1CC(=O)N2[C@H]3c4cc(C)ccc4OC[C@@H]3[C@H](c3ccccc3)[C@]2(C)C1=O	0%	?	1%	3.1%	24%	-9%	-2%	i	-2.2
CCCCOP(=O)(OCCCC)C(Nc1ccc(C(=O)OCC)cc1)c1ccncc1 (configuration not stated)	-7%	?	0%	0.4%	3%	-25%	-3%	i	-0.4
CCn1c(CN2CCN(C)CC2)nc2ccccc21	nt	-5%	-1%	-1.2%	-8%	-36%	nt	nt	nt
Cc1sc2ncnc(N3CCN(S(=O)(=O)c4ccc(Br)cc4)CC3)c2c1C	12µM*	4%	-7%	0.2%	-21%	14%	nt	i	1.0
COC(=O)C1=C(c2ccc(OCc3ccccc3)cc2)C[C@@H]2CC[C@H]1N2C(=O)NCc1ccc(OC)c(OC)c1	?	-14%	-7%	-0.4%	-3%	-39%	1%	i	-3.0
CCC12CN3CC(CC)(CN(C1)C3c1cccnc1)C2=O (configuration not stated)	0%	5%	-5%	-0.6%	20%	0%	1%	i	-3.7
CN(C)c1ccc(-[n+]2c(-c3ccccc3)cc(-c3ccccc3)cc2-c2ccccc2)cc1	2.9µM*	4µM*	?	0.3%	-44%[inhibitor]	-36%	2%	i	0.1
CCCCOP(=O)(OCCCC)C(O)c1ccc(Br)cc1 (configuration not stated)	5%	?	-3%	-0.6%	20%	-25%	-1%	i	1.5
COC(=O)C1C(=O)C=C(Nc2ccc(F)cc2F)CC1c1ccccc1 (configuration not stated)	?	-29%	4%	3.2%	9%	-23%	0%	i	0.7
COc1cccc(OC)c1-c1nn2c(-c3n[nH]c4c3CCC4)nnc2s1	?	?	-8%&-1%	nt	nt	-19%&-19%	nt	nt	nt
c1ccc2c(c1)CNc1ccccc1O2	8%	14%	-3%	1.3%	9%	-46%	1%	nt	1.1
CCOP(=O)(OCC)C(NC(=O)NC)C(N)=O (configuration not stated)	-20%	-9%	-7%	0.2%	-11%	5%	-1%	i	-0.3
CCCCCCC(N)CC(=O)O (configuration not stated)	-12%	4%	1%	1.9%	4%	-26%	1%	i	-0.4

Four compounds from above, limited to A549 tox and Nrf2 activator.
smiles	A549 tox	Nrf2 activator
C[C@]12CCC(=O)C=C1CC[C@@H]1C2[C@H](O)C[C@]2(C)C(=O)CCC12 (some centres not stated)	-8%	-0.4%
COC(=O)C1C(=O)C=C(Nc2ccc(F)cc2F)CC1c1ccccc1 (configuration not stated)	4%	3.2%
CCCCOP(=O)(OCCCC)C(Nc1ccc(C(=O)OCC)cc1)c1ccncc1 (configuration not stated)	0%	0.4%
c1ccc2c(c1)CNc1ccccc1O2	-3%	1.3%
